# Screening results from PubChem.
# APJ antagonist: antagonists of human APJ apelin receptor. AID 2521. hit rate 0.32% among 330,000. CHO-K1 APJ beta-arrestin complementation, luminescence. P35414. inhibition, % at 20 µM;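 active = inhibition above about 40% at 20 µM, limit read from the data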;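 note: cells challenged with 10 nM apelin-13 agonist together with compound; plate controls were apelin-13 plus DMSO wells for no effect and DMSO wells lacking apelin-13 for full effect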
# Jurkat NFkB inh: lowers PMA/ionomycin-induced NF-kB signal in Jurkat cells; PMA/ionomycin-induced NF-kB luciferase reporter, luminescence; inhibition, % at 4 µM; hit rate 0.53% among 330,000; in the data active = inhibition above about 50%
# UBC13 polyUb: blocks human UBC13 polyubiquitin chain formation | AID 485273 | inhibition, % at 20 µM | hit rate 0.47% among 330,000 | P61088 | TR-FRET; in the data active = inhibition above about 45%, passing the limit was not always enough; inconclusive = no clear call, values can overlap the other calls
# Target sequence (P61088 whole entry, looked up): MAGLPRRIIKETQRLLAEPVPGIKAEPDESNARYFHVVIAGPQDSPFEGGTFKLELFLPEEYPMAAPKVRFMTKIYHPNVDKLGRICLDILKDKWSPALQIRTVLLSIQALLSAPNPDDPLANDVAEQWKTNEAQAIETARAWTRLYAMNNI
# CXCR6 inh: inhibitors of human CXCR6 receptor; O00574; inhibition, % at 20 µM; hit rate 0.36% among 360,000; CHO-K1 PathHunter CXCR6 beta-arrestin, luminescence; AID 602244; in the data active = inhibition above about 34%, passing the limit was not always enough;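 note: antagonist mode with CXCL16 agonist at 10 nM final; 0% = 10 nM CXCL16 with DMSO and 100% = unstimulated wells without agonist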
# Target sequence (O00574 whole entry, looked up): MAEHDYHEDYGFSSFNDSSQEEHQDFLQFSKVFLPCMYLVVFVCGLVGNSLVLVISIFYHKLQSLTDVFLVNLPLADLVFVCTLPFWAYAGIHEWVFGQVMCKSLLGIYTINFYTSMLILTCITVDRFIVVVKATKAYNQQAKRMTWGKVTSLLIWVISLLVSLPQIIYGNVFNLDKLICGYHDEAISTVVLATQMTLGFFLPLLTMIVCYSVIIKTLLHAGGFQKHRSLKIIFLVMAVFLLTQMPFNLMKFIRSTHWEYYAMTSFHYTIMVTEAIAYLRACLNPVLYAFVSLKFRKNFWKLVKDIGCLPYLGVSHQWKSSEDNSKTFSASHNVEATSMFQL
# CCR6 antagonist: antagonists of human CCR6 receptor; CHO-K1 CCR6 PathHunter beta-arrestin, luminescence, CCL20-stimulated; inhibition, % at 20 µM; hit rate 0.49% among 340,000; AID 493098;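 active = compounds whose inhibition of the agonist-driven luminescence signal at 20 µM reaches about 50%, limit read from the data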;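 note: cells stimulated with CCL20 at 14 nM final; plate controls were DMSO with CCL20 for no effect and DMSO without agonist for full effect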
# Target sequence (P51684 whole entry, looked up): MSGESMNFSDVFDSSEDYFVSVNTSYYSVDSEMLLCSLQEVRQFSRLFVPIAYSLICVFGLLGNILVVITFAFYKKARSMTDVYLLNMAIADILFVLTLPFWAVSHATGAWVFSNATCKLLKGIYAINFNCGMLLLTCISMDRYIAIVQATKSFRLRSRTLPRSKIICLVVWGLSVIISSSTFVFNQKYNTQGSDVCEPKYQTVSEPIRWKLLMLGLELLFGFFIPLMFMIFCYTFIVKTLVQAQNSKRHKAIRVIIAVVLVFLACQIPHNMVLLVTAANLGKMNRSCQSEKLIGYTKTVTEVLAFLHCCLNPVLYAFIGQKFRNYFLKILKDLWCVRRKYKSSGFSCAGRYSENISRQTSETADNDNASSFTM
# Gli-Sufu block: Gli-Sufu pathway antagonism; Sufu-KO-LIGHT fibroblasts, Gli luciferase reporter luminescence; inhibition, % at 5 µM; hit rate 0.74% among 340,000;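 active = inhibition above about 55%, limit read from the data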;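 note: 0% = DMSO-treated cells and 100% = wells with medium but no cells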
# EBI2 block: blocks human EBI2 receptor beta-arrestin signaling; EBI2 beta-arrestin recruitment, luminescence, 7a,25-OHC stimulated; inhibition, % at 5 µM; hit rate 0.81% among 360,000; in the data active = inhibition above about 38%;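 note: enzyme fragment complementation signal reports receptor beta-arrestin coupling in cells; 0% = agonist plus DMSO wells and 100% = wells without agonist; some results beyond the cut were filed as inactive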
# 697 NFkB inh: inhibitors of the PMA/ionomycin-induced NF-kB reporter in 697 B cells; 697 B-cell NF-kB luciferase reporter, 16 h; inhibition, % at 4 µM; hit rate 0.33% among 330,000; AID 435022; in the data active = inhibition above about 35%
# Active calls of the source: *; ? = inconclusive; · = no result given. An unsorted share of the library. About 3% of those tested had a hit in this group.
# The line under a structure holds: APJ antagonist	Jurkat NFkB inh	UBC13 polyUb	CXCR6 inh	CCR6 antagonist	Gli-Sufu block	EBI2 block	697 NFkB inh
Cc1ccc(NC(=O)C2CC(=O)n3c(nc4ccccc43)N2)cc1Cl (centres undefined)
 : 12	12	16	-2	-21	-18	-10	-5
Clc1ccc(-c2nnc3n2CCCS3)cc1
 : -4	-26	0	-8	5	5	-1	-22
O=C(Nc1ccc(S(=O)(=O)Nc2cnc3ccccc3n2)cc1)c1ccc(Cl)cc1Cl
 : 3	-10	-4	-2	3	-7	-12	-11
COc1ccc(CC(=O)Nc2nccs2)cc1OC
 : -31	2	8	-25	5	4	-5	-4
Nc1ncnc2c1ncn2[C@@H]1O[C@H](CN=C2NS(=O)(=O)c3ccccc32)[C@@H](O)[C@H]1O
 : 10	-5	0	2	-10	-2	-1	0
CCOC(=O)N1CCC(N2Cc3cccc(C(=O)Nc4cc(F)ccc4F)c3C2=O)CC1
 : 6	9	9	-6	4	10	14	18
O=C(CN1c2ccccc2Sc2ccccc21)NNC(=O)Nc1ccc(Cl)c(Cl)c1
 : 2	10	3	-26	3	5	5	8
O=C1C=C(c2ccc(F)cc2OCc2ccccc2)C[C@@H](c2ccc(F)cc2)C1
 : 2	3	-11	1	20	3	14	-11
CCCc1cc(=O)n2[nH]c(-c3ccc(Cl)cc3)cc2n1
 : 8	-27	-3	-8	1	-57	3	-67
CN(c1ccc(C(=O)NCCC2=CCCCC2)cc1)S(C)(=O)=O
 : 4	-90	-3	-2	7	-70	4	-125
Cn1c(=O)c2c(ncn2CC(=O)Nc2ccc(Cl)cc2Cl)n(C)c1=O
 : -2	6	4	-2	6	4	-3	18
O=C(c1cccs1)c1c[nH]cc1-c1ccccc1
 : 18	-2	4	-9	5	-3	-2	1
CC1CCCCN1C(=O)COC(=O)c1cc(Cl)c2c(c1)OCO2 (centres undefined)
 : 29	-9	1	6	13	-12	8	0
CN1CCN(c2ccc([N+](=O)[O-])cc2NC(=O)c2cccs2)CC1
 : 5	2	-7	14	17	11	-2	-2
CSCCC(NC(=O)COc1ccccc1)C(=O)OCCOc1ccc(Br)cc1 (centres undefined)
 : 1	-6	0	3	12	-2	37	-1
Cn1c(NC2CCCCC2)cc(=O)n(C)c1=O
 : 4	-2	-4	1	-4	13	-6	21
Cc1cccc(-n2cc(CN3CCN(C(=O)c4ncn[nH]4)CC3)c(-c3cccc(F)c3)n2)c1
 : 2	-12	-28	2	1	1	-4	2
COc1ccc(-c2[nH]ncc2/C=C(\C#N)C(=O)NC2CC2)cc1
 : -16	-6	15	1	11	4	1	6
O=C(CSC1CN(C(c2ccccc2)c2ccccc2)C1)N/N=C/c1ccc(Cl)cc1Cl
 : -2	8	2	-2	-1	8	16	11
Nc1nnc(SCCOc2ccc(Br)cc2)s1
 : -2	12	3	-1	-7	-18	6	-38
CN(C(=O)COC(=O)c1cccnc1Nc1cccc(C(F)(F)F)c1)C1CCS(=O)(=O)C1 (centres undefined)
 : 6	19	4	3	4	-12	-8	-8
O=C(Nc1nnc(CCc2ccccc2)s1)c1ccccc1F
 : -13	-29	-4	3	17	-28	-10	-36
O=C(O)CSCc1nc2ccccc2[nH]1
 : 0	8	-6	-3	2	-10	10	17
COC(=O)CCC(=O)Nc1cccc2c(NC(=O)CCC(=O)OC)cccc12
 : -9	-6	-14	10	24	-1	0	-15
O=C(O)CN(CCc1ccccc1)S(=O)(=O)c1ccccc1
 : -16	4	-2	2	4	1	-3	-5
COc1ccc(C2=NN(CC(=O)NCc3ccco3)C(=O)CC2)cc1
 : -5	11	1	3	3	32	5	20
COc1ccc(CCNC(=O)CSc2ccc3nnc(CCNC(=O)c4ccc(C)cc4)n3n2)cc1OC
 : -7	-5	-3	3	1	6	-1	-3
Cc1cccc(CCNC(=O)CCNS(=O)(=O)c2cc(Br)cnc2N)c1
 : 13	-2	6	6	24	-17	0	13
CSc1ncccc1C(=O)NCCc1ccc(Cl)cc1
 : 14	-2	0	-2	-6	-6	6	6
CNC(=S)N(CCc1cccc(C)c1)Cc1cc2cc(OC)c(OC)cc2[nH]c1=O
 : -11	-14	-1	4	6	8	0	-28
O=C(NCCNC(=O)c1cnccn1)c1ccc(Cl)cc1
 : -3	-2	6	1	12	-6	-6	19
CCOc1cc(CNc2ccc(N3CCOCC3)cc2)cc(Br)c1OCC
 : -28	18	6	6	8	9	10	-37
c1ccc2oc(SCc3cn4ccccc4n3)nc2c1
 : 2	-106	-4	-1	-7	-86	-4	-161
CC1=C(C(=O)Nc2ccccn2)C(c2ccc(Cl)cc2Cl)NC(=S)N1 (centres undefined)
 : 9	-13	5	-2	-18	-2	-4	-4
COc1ccc(C(=O)NCCOc2ccccc2)cc1S(=O)(=O)N1CCOCC1
 : 1	10	17	1	-2	-9	5	11
O=C(Cc1ccc(Br)cc1)NCCc1ccccc1
 : -7	-1	-1	3	4	-4	11	5
CCOC(=O)CNC(=O)C1CCN(S(=O)(=O)c2ccc(-c3nn[nH]n3)cc2)CC1
 : -8	16	6	3	17	-7	-5	13
COc1ccc(O)c(C(=O)/C=C/c2cc3ccccc3o2)c1
 : 7	2	-21	10	20	4	10	17
CC(C)C(NC(=O)c1ccccc1F)C(=O)NCc1ccc(S(=O)(=O)N2CCOCC2)cc1 (centres undefined)
 : -54	-1	-2	-3	7	-1	1	12
Cc1ccc(CNC(=O)c2ccc(C)s2)cc1
 : -6	-9	-5	2	3	-9	9	-19
CCOc1ncccc1C(=O)OCC(=O)NCCc1ccc(S(N)(=O)=O)cc1
 : -6	8	5	0	0	10	7	17
O=C(Nc1ccccc1F)c1ccc(OCc2ccccc2)cc1
 : -16	-1	-27	9	5	-40	17	-9
CS(=O)(=O)N1CCC(C(=O)Nc2ccc(Cl)cc2)CC1
 : 18	-12	-4	-1	6	5	-1	3
O=C(CN1C(=O)NC2(CCCC2)C1=O)OCc1ccc(Cl)c(Cl)c1
 : 14	-2	-3	-7	11	16	-5	-3
CC(C)(C)CC(=O)Nc1ccc(-c2nnc3n2CCCCC3)cc1
 : 11	9	1	-6	9	-2	-1	14
Cc1ccc(NC(=O)CSc2nnc(CNC(=O)c3cccs3)o2)c(C)c1
 : -24	-6	-6	5	14	-3	1	-3
CC1CCN(C(=O)C2CCN(S(=O)(=O)N3CCC4(CC3)OCCO4)CC2)CC1
 : -6	2	1	-3	0	-4	-10	0
CCC1(c2ccc(Cl)cc2)NC(=S)N(c2ccc(C)c(C)c2)N1 (centres undefined)
 : -25	-36	-11	1	5	-7	7	-10
O=C(Oc1ccccc1N1C(=O)C2CCCCC2C1=O)c1ccccc1F (centres undefined)
 : 16	6	10	-10	0	1	-13	-8
O=C(CN1C(=O)NC2(CCCCCC2)C1=O)c1ccc(Cl)cc1
 : -10	-52	-5	3	12	·	-4	-72

# Continued:
# The line under a structure holds: APJ antagonist	Jurkat NFkB inh	UBC13 polyUb	CXCR6 inh	CCR6 antagonist	Gli-Sufu block	EBI2 block	697 NFkB inh
CC(NC(=O)c1ccccc1NS(C)(=O)=O)c1ccccc1 (centres undefined)
 : 12	3	17	-9	-12	5	4	16
CCc1ccc(C(=O)COC(=O)c2cc([N+](=O)[O-])ccc2NCCO)cc1
 : 9	6	9	5	16	15	1	-1
O=C(Cc1cc(=O)oc2cc(O)ccc12)NC(Cc1ccc(Cl)cc1)C(=O)O (centres undefined)
 : 8	-18	14	-21	3	-2	6	-9
Nn1c(SCC(=O)Nc2cc(S(=O)(=O)N3CCOCC3)ccc2Cl)nnc1-c1cccnc1
 : -7	8	10	-8	-3	2	3	11
O=C(c1ccccn1)N1CCN(S(=O)(=O)c2ccccc2)CC1
 : 9	5	-10	-6	-7	-8	-5	-22
CCOC(=O)c1sc2nc(C)n(N)c(=O)c2c1C
 : -14	-12	10	1	5	-1	-2	12
CCC(Sc1nncn1C)C(=O)Nc1nnc(-c2ccccc2Cl)s1 (centres undefined)
 : 17	-4	2	2	13	-53	-3	2
Cc1ccc2[nH]c3c(c2c1)CN(C)CC3
 : -4	13	6	-9	-4	7	2	18
CCOC(=O)C1CCN(C(=O)CN2C(=O)C(CC)Oc3ccccc32)CC1 (centres undefined)
 : 6	-2	-2	-4	4	-8	4	12
O=C(Nc1cccc2c1CCCC2)C1CCN(C(=O)NC2CCCCC2)CC1
 : 21	-9	4	1	14	-1	-14	-13
CC(Sc1nc(N2CCCCC2)c2c(c1C#N)CCCC2)C(=O)O (centres undefined)
 : -8	-4	?	1	-2	4	3	1
Cc1cc(C)c(S(=O)(=O)NCC(CCC(=O)O)C(F)(F)F)c(C)c1 (centres undefined)
 : -7	-11	7	0	0	1	-3	-11
CCC(Cc1ccccc1)NC(=O)CSc1ccsc1[N+](=O)[O-] (centres undefined)
 : 3	-3	-3	15	22	10	-2	-14
CCOC(=O)/C=c1\s/c(=C\c2ccc(C#N)cc2)c(=O)n1CC(=O)NCc1ccco1
 : 3	-6	-40	-6	5	-3	0	-10
O=C1CC(N2CCN(c3nc4ccccc4s3)CC2)C(=O)N1c1cccc(F)c1 (centres undefined)
 : -20	8	16	0	-4	4	5	14
CCOc1ccc(N2C(=O)C(Cl)=C(Nc3ccccc3O)C2=O)cc1
 : 12	-41	-9	3	19	3	-1	-9
CC(=O)Nc1ccc(S(=O)(=O)N(C)c2ccc(OCC(=O)Nc3ccccc3C(C)=O)cc2)cc1
 : -1	24	0	-3	4	9	3	-13
O=C(CN1CCC(NC(=O)Nc2ccccc2-c2ccccc2)CC1)NCc1ccco1
 : 2	5	7	3	-11	2	-12	22
COc1ccc(CC(=O)c2ccc(OC3OC(CO)C(O)C(O)C3O)cc2O)cc1 (centres undefined)
 : -5	-13	-1	1	5	-13	-1	-17
CCOc1ccc(CN2CCSCC2)cc1
 : -2	7	1	-6	0	3	-5	13
CCCC(=O)C1=C(N(C)c2ccccc2)CC(C)(C)C(C(=O)OC)C1=O (centres undefined)
 : 7	1	-5	-3	14	2	7	11
Cn1c(CCNC(=O)c2cccs2)nnc1SCC(=O)N1CCN(c2ccccc2)CC1
 : -7	-5	10	-6	-4	2	-10	22
Cc1ccc2c(c1)c1c3n2CCN(C(=O)Cn2c(-c4ccccc4)noc2=O)C3CCC1 (centres undefined)
 : -14	4	6	1	5	15	7	7
CCC1(c2ccccc2)NC(=O)N(CC(=O)Nc2cc(S(=O)(=O)N3CCOCC3)ccc2OC(C)C)C1=O (centres undefined)
 : -3	1	3	1	4	-1	-3	13
Cc1ccc2c(c1)N(CC(=O)N1CCCc3ccccc31)C(=O)C(C)O2 (centres undefined)
 : 14	8	14	0	9	14	8	7
CCCC[C@@H]1CNC(=S)N1CCc1cccc(F)c1
 : 4	-11	-2	-8	15	-2	-4	-4
c1cnc(N2CCN(Cc3c[nH]c4ccccc34)CC2)nc1
 : -9	13	9	-14	-7	6	1	-8
COc1ccc2c(c1OC)C(=O)N1C2SC(C)(C)[C@H]1C(=O)NC1CC1 (some centres undefined)
 : -3	-3	8	4	-11	-3	1	4
Cc1cc(C)c(OCC(=O)Nc2ccc(S(=O)(=O)N3CCOCC3)cc2)c(C)c1
 : 6	-4	-2	8	23	-6	2	17
O=C(CNC(=O)c1ccccc1)N/N=C/c1cccs1
 : 4	9	-7	-7	-1	11	-4	-3
CC(C)Cn1c(O)c2ccc(C(=O)N=NC(=O)c3cccnc3)cc2c1O
 : 3	0	3	-1	8	0	-4	-11
Nc1ncnc2c1ncn2[C@@H]1O[C@H](CNCc2ccc(OCc3ccccc3)cc2)[C@@H](O)[C@H]1O
 : -3	-3	1	2	10	-34	-2	-62
O=S(=O)(c1ccc(F)cc1)N1CCN(C(=S)NC2CC2)CC1
 : ·	·	·	-7	10	-22	-3	·

# An excerpt of these results, as tab-separated lines.
Molecule	APJ antagonist	Jurkat NFkB inh	UBC13 polyUb	CXCR6 inh	CCR6 antagonist	Gli-Sufu block	EBI2 block	697 NFkB inh
CCOc1ncccc1C(=O)OCC(=O)NCCc1ccc(S(N)(=O)=O)cc1	-6	8	5	0	0	10	7	17
O=C(Nc1ccccc1F)c1ccc(OCc2ccccc2)cc1	-16	-1	-27	9	5	-40	17	-9
